Bim-Bcl-W = inhibitors of Bim binding to Bcl-W, primary screen, biochemical, multiplexed, bead-based flow cytometry. Bim peptide-Bcl-W binding. AID 952, 2007. Bcl-2-like protein 2 (Homo sapiens), Q92843. hit rate 0.02% among 190,000. inhibition, % at 10 µM;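 further: 0% = bound tracer without compound and 100% = peptide blocker; higher means less fluorescent Bim peptide bound to Bcl-W beads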
Target sequence (Q92843 whole entry, looked up): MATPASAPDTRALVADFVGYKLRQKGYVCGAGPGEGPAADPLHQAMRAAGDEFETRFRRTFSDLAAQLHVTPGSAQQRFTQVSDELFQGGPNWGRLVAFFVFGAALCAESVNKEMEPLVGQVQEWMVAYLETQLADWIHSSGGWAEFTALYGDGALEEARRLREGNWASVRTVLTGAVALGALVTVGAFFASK
Bfl-1 Bim block = inhibitors of Bim binding to Bfl-1, primary screen, biochemical, multiplexed, bead-based flow cytometry | Bcl-2-related protein A1 (Homo sapiens), Q16548 | Bim-Bfl-1 binding inhibition | inhibition, % at 10 µM | hit rate 0.12% among 190,000 | AID 1008, 2008;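 further: 0% = wells without compound plus tracer and 100% = blocker peptide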
Mcl-1 Bim block = inhibitors of Bim peptide binding to Mcl-1, primary screen, biochemical, bead-based flow cytometry, multiplex. Induced myeloid leukemia cell differentiation protein Mcl-1 (Homo sapiens), Q07820. Bim peptide-Mcl-1 binding. inhibition, % at 10 µM. hit rate 0.1% among 190,000. AID 1009, 2008;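 further: 0% = no compound tracer wells and 100% = peptide blocker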
Target sequence (Q07820 whole entry, looked up): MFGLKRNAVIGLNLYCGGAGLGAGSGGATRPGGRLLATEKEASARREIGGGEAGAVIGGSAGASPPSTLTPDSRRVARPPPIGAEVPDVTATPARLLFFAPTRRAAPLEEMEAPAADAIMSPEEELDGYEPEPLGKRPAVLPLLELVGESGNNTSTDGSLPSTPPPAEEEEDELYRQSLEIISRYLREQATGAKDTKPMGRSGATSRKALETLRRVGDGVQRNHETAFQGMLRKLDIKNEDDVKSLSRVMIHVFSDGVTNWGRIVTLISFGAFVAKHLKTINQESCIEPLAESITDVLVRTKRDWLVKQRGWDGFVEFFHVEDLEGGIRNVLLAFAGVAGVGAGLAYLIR
Bcl-2 Bim block = inhibitors of Bim-Bcl-2 binding, primary screen, biochemical, multiplexed, human Bcl-2 family. Apoptosis regulator Bcl-2 (Homo sapiens), P10415. Bead-based flow cytometry, Bim peptide-Bcl-2 binding. inhibition, % at 10 µM. hit rate 0.06% among 190,000; in the data active means inhibition above about 40%; inconclusive means no clear call, values can overlap the other calls;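 further: 0% = no compound wells with probe peptide and 100% = reference peptide inhibitor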
RGS7-Gao reg = RGS7-Galphao binding modulators, primary screen, biochemical, multiplexed bead flow cytometry; hit rate 0.35% among 220,000; Guanine nucleotide-binding protein G(o) subunit alpha (Homo sapiens), P09471; actives lie on both sides; binding response (% of control), % at 10 µM; in the data active means binding response below about 49% or above about 150%; inconclusive means no clear call, values can overlap the other calls; inactive means in between;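 further: fluorescent Galphao held in activated GDP-AlF4 state binding bead-coupled RGS7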
Bim-Bcl-B = inhibitors of Bim-Bcl-B binding, primary screen, biochemical, multiplexed, human Bcl-2 family; inhibition, % at 10 µM; bead-based flow cytometry, Bim peptide-Bcl-B binding; hit rate 0.073% among 190,000;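 further: 0% = tracer peptide without compound and 100% = reference inhibitor peptide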
Target sequence (Q9HD36 whole entry, looked up): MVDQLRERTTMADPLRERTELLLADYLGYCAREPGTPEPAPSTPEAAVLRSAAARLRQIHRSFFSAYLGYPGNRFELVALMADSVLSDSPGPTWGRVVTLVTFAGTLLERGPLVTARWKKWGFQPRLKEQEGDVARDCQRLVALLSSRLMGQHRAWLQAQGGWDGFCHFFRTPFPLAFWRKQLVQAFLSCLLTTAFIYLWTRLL
Bcl-XL Bim block = inhibitors of Bim-Bcl-XL binding, primary screen, biochemical, multiplexed, bead flow cytometry, human Bcl-XL. Bcl-2-like protein 1 (Homo sapiens), Q07817. Bim peptide-Bcl-XL binding, fluorescence. inhibition, % at 10 µM. hit rate 0.04% among 190,000
Target sequence (Q07817 whole entry, looked up): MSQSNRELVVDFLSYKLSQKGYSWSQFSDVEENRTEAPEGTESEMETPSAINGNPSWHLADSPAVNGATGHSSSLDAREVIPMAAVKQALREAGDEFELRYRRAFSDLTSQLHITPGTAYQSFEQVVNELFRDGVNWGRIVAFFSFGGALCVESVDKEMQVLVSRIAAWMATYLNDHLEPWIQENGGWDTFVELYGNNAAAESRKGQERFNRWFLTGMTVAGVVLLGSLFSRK
Mcl1-Bid inh = Mcl-1/Bid binding inhibitors, primary screen, biochemical, TR-FRET, 1536-well; Induced myeloid leukemia cell differentiation protein Mcl-1 (Homo sapiens), Q07820; TR-FRET Mcl-1/Bid-Dy647 peptide binding; inhibition, % at 21.7 µM; hit rate 0.97% among 220,000; AID 1021, 2008;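 active means compounds that cut the binding signal by more than half at the single screening dose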;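 further: His-tagged Mcl-1 with europium anti-His antibody binding Bid BH3 peptide; 0% = Mcl-1 plus peptide wells and 100% = peptide-only wells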
RGS4-Gao reg = modulators of RGS4 binding to Galphao, primary screen, biochemical, multiplexed bead flow cytometry; Guanine nucleotide-binding protein G(o) subunit alpha (Homo sapiens), P09471; actives lie on both sides; binding response (% of control), % at 10 µM; hit rate 0.33% among 220,000; AID 1415, 2008; in the data active means binding response below about 49% or above about 150%; inactive means in between;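 further: fluorescent Galphao activated with aluminum fluoride binding bead-coupled RGS4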
RGS8-Gao = RGS8-Galphao binding modulators, primary screen, biochemical, multiplexed bead flow cytometry. actives lie on both sides. AID 1423, 2008. response (percent of control binding), % at 10 µM. hit rate 0.34% among 220,000; in the data active means response below about 60% or above about 140%; inactive means in between;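 further: Galphao activated as the GDP aluminium fluoride complex binding bead-coupled RGS8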
GSH bead fluor = compound fluorescence on glutathione beads, profiling panel, artefact control, biophysical, 488/530 nm, flow cytometry; GSH beads flow cytometry, compound fluorescence 488/530 nm; hits give high values; fluorescence (KMESF) at 10 µM; hit rate 0.25% among 190,000; AID 1776, 2009; in the data active means fluorescence above about 89;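 further: glutathione beads carrying GST-tagged Bcl family fusion proteins plus one bare bead set; values are compound well signal with DMSO vehicle wells as background; inactives centre near 16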
* hit, by the source's call; u = inconclusive; x = no result given. Unless noted, no stated cut-off is given here; in the data, active means inhibition above about 40%.

SMILES	Bim-Bcl-W	Bfl-1 Bim block	Mcl-1 Bim block	Bcl-2 Bim block	RGS7-Gao reg	Bim-Bcl-B	Bcl-XL Bim block	Mcl1-Bid inh	RGS4-Gao reg	RGS8-Gao	GSH bead fluor
CC(=O)N1CCN(C(=O)Cn2c(=O)oc3ccccc32)CC1	4	-8	-1	-10	102	-7	-2	-13	103	103	12
Cc1cc(-c2ccc(N3CCOCC3)cc2)nc2ccccc12	-3	3	-6	3	104	-5	-7	7	102	101	11
CC(=O)Nc1ccc(S(=O)(=O)CCC#N)cc1	-3	-8	-10	-5	100	-10	-10	-6	101	101	14
COC(=O)Cc1ccc(NC(=S)NCC(C)C)cc1	6	15	3	9	95	9	7	-46	100	87	11
CC1CCCCN1S(=O)(=O)c1ccc(S(=O)(=O)N(Cc2ccccc2)Cc2ccco2)cc1 (configuration not stated)	-2	0	-3	8	98	-1	-3	-8	98	88	14
O=c1c2ccccc2c(-c2ccccc2)nn1Cc1ccccc1	-3	-7	-1	-5	104	-9	-3	6	99	103	9
Cc1ccc(CNC(=O)COC(=O)c2ccc(Cl)c(N)c2)cc1	-2	-16	-2	-6	112	-5	-3	-7	107	104	12
COc1cccc(NC(=O)N2CCN(c3nnnn3-c3ccccc3)CC2)c1	-2	1	2	0	104	1	3	-29	104	104	21
COc1ccccc1CNC(=O)C1CCN(c2nc3ccccc3o2)CC1	-1	-3	0	0	86	0	0	-25	84	94	5
Cc1ccc(N(CC(O)Cn2nc(C)cc2C)S(=O)(=O)c2ccc3ccccc3c2)cc1 (configuration not stated)	-6	-13	-6	-5	96	-8	-7	2	97	98	17
CC(C)NS(=O)(=O)c1ccc(OCC(=O)NCC2CCCO2)c(Cl)c1 (configuration not stated)	3	-10	0	-5	99	-4	1	-23	96	98	36
O=C(CCOc1ccccc1)Nc1ccc([N+](=O)[O-])cc1	-3	-6	-4	-4	100	-6	-1	3	100	103	15
COC(=O)Cn1c(=O)c2c(nc(Br)n2Cc2ccccc2Cl)n(C)c1=O	-1	-1	1	-2	98	-5	-3	-36	102	98	22
CC1CC(NC(=O)c2ncn[nH]2)CC(C)(C)C1 (configuration not stated)	0	0	-1	-2	101	-2	-4	10	105	99	38
CNC(=O)c1c(NC(NC(=O)c2ccco2)C(=O)c2ccc(Cl)cc2)sc2c1CCCC2 (configuration not stated)	1	11	-1	0	101	-13	-4	-40	95	98	24
Cc1cc2cc3c(cc2nc1SCC(=O)OC(C)C)OCO3	-3	-16	-1	-7	99	-9	-5	28	100	100	26
COc1cccc(C2c3c(C)nn(-c4ccc([N+](=O)[O-])cc4)c3N=C3C(=O)Nc4ccccc4N32)c1 (configuration not stated)	-1	0	0	0	103	-7	-3	-25	102	103	15
O=C(NCc1ccc(F)cc1)C1CCCN(C(=O)Nc2ccccc2)C1 (configuration not stated)	-3	-7	-2	-7	101	-7	-9	-31	108	102	13
COc1ccc(/C=C(\C#N)C(=O)OCC(=O)Nc2c(C)cccc2C)cc1	-5	-11	0	-5	98	-5	-6	-6	74	99	13
COc1ccc(/C=c2/sc3n(c2=O)C(c2ccccc2OC)C2=C(N=3)c3ccccc3CC2)cc1O (configuration not stated)	3	4	0	0	96	-5	0	-16	99	107	21
O=C(C(c1ccccc1)c1ccccc1)N1CCC(c2nc(-c3ccccc3Cl)no2)CC1	-3	-1	-2	8	103	-5	-4	3	101	103	18
Cc1sc(NC(=O)c2ccccc2)c(C#N)c1-c1ccccc1	-3	-12	-4	-8	112	-8	-6	-22	108	113	10
CCN(CC)C(=O)CSc1nc2cc3c(cc2c(=O)n1CCCC(=O)NCc1ccc(OC)cc1)OCO3	4	-2	4	-2	104	0	3	17	104	102	19
CCOc1ccc(S(=O)(=O)NCc2ccco2)cc1	0	0	-2	-1	100	-1	0	0	100	103	12
COc1cccc(/C=N/NC(=O)CCNc2n[nH]c(=O)[nH]c2=O)c1OC	1	-3	0	0	101	0	1	-27	102	101	14
Cc1nnc2ccc(-c3ccc(NS(C)(=O)=O)cc3)nn12	1	-4	3	0	95	1	0	-28	102	101	9
Clc1ccc(Cl)c2sc(N3CCCC3)nc12	1	-9	3	-9	99	-5	0	-15	103	103	15
N#CCSc1ncnc2c1cnn2CCO	-2	0	-1	-3	101	-1	-2	-15	102	97	23
NC(N)=Nc1nc2cc([N+](=O)[O-])ccc2o1	-2	-5	0	-6	100	-5	-1	-23	101	101	8
COC(=O)c1ccc(/C=N/NC(=O)CC(=O)NCC(C)C)cc1	-2	-7	-2	-3	102	-7	-3	-8	104	100	44

Arranged by the number under RGS4-Gao reg (highest first): some entries from above.
molecule	Bim-Bcl-W	Bfl-1 Bim block	Mcl-1 Bim block	RGS7-Gao reg	Bim-Bcl-B	Bcl-XL Bim block	Mcl1-Bid inh	RGS4-Gao reg	RGS8-Gao	GSH bead fluor
Cc1sc(NC(=O)c2ccccc2)c(C#N)c1-c1ccccc1	-3	-12	-4	112	-8	-6	-22	108	113	10
Cc1cc2cc3c(cc2nc1SCC(=O)OC(C)C)OCO3	-3	-16	-1	99	-9	-5	28	100	100	26
CC1CCCCN1S(=O)(=O)c1ccc(S(=O)(=O)N(Cc2ccccc2)Cc2ccco2)cc1 (configuration not stated)	-2	0	-3	98	-1	-3	-8	98	88	14

Later entries.
SMILES	Bim-Bcl-W	Bfl-1 Bim block	Mcl-1 Bim block	Bcl-2 Bim block	RGS7-Gao reg	Bim-Bcl-B	Bcl-XL Bim block	Mcl1-Bid inh	RGS4-Gao reg	RGS8-Gao	GSH bead fluor
Cc1cc(N2CCN(C(=O)c3ccco3)CC2)n2nc(C)nc2n1	-3	-1	0	-1	104	-4	-1	-6	104	104	11
CCn1c(Cc2ccccc2)nnc1SCC(=O)Nc1nc(C)cs1	-1	4	-1	x	x	-2	-4	0	x	x	18
Cc1ccccc1NC(=O)c1cc(S(=O)(=O)N2CCOCC2)ccc1F	0	-13	-6	-7	107	-9	-5	-22	108	106	40
CC1Cn2c(nc3c2c(=O)[nH]c(=O)n3C)O1 (configuration not stated)	4	3	0	1	102	3	1	-34	87	97	40
CCOC(=O)C1CCN(c2cc(=O)n(-c3ccc(OC)cc3)c(=O)[nH]2)CC1	2	-7	0	-4	99	-6	-2	-18	102	101	25
COc1cc2c(cc1OC)C(c1ccccc1)N(C(=O)c1ccco1)CC2 (configuration not stated)	1	-7	0	-6	103	-2	-1	-17	106	105	23
O=C1CCCC2=C1C1(CCCC1)N=C(Nc1nc3ccccc3s1)N2	-4	-4	-6	-6	98	-10	-4	-5	98	102	29
Cc1ccc(-n2c(Cc3cccn3C)nnc2SCC(=O)NCc2ccc3c(c2)OCO3)cc1	3	-1	-1	0	94	0	-1	-57	90	100	32
O=C(NCCCn1ccnc1)c1csc2ccccc12	-2	-10	-1	-7	106	-8	-8	0	102	101	33
CC(C)N1CCN(Cc2cccn2-c2ccccn2)CC1CCO (configuration not stated)	-5	-5	-1	-4	106	-5	-4	-41	102	103	9
Cc1nc(N2CCOCC2)[nH]c(=O)c1C	-4	-5	0	-2	101	-3	-3	-19	102	102	10
COc1ccccc1CNC(=O)C(C)NS(=O)(=O)c1ccc(C)cc1 (configuration not stated)	0	-8	-1	-5	98	-6	-23	-15	100	100	26
O=C(O)CCC(=O)NNc1ncnc2ccccc12	-1	-5	1	-4	100	-2	-1	-20	98	100	15
O=C(CN1C(=O)NC2(CCc3ccccc3C2)C1=O)Nc1ccc(Cl)cc1F (configuration not stated)	-4	-21	-4	-9	103	-6	-5	-15	100	100	18
O=c1[nH]c(CN2CCN(S(=O)(=O)c3cccs3)CC2)nc2c(Br)cc(Br)cc12	-2	-7	3	-5	u	-7	-4	-44	100	99	17
CCC(C)(C)C1CCC(=NNc2nc3ccccc3[nH]2)CC1 (configuration not stated)	-3	4	-1	5	98	-4	-1	-61	95	101	9
O=C(Nc1ccc(N2CCOCC2)cc1)c1cccc(S(=O)(=O)N2CCCC2)c1	-2	-16	-3	-9	100	-7	-9	-13	100	99	23
COCCn1c(SCC(=O)Nc2ccc3c(c2)OCCO3)nc2c(c1=O)SC(C)C2 (configuration not stated)	11	7	10	9	96	12	11	-13	96	89	12
O=C(COC(=O)c1ccccc1Oc1ccccc1)NCc1ccco1	0	-12	-3	-3	97	-6	-8	-26	91	101	263*
Cc1ccc(-c2csc3ncnc(-n4nc(C)cc4N)c23)cc1	1	-11	-2	-5	96	-6	-2	-18	100	100	11
Cc1cccc(S(=O)(=O)Nc2ccc3c(c2)OCCO3)c1	-3	-4	-4	-5	106	-8	-8	-25	104	105	14
C/C(N)=C(/C#N)C(=O)CSc1nc2cc(Cl)ccc2c(=O)n1-c1ccc(C)cc1	-10	-11	-18	-6	103	-9	-13	7	103	106	37

Gathered by group: the compounds so far containing an NH in an aromatic ring (7)
SMILES	Bim-Bcl-W	Bfl-1 Bim block	Mcl-1 Bim block	Bcl-2 Bim block	RGS7-Gao reg	Bim-Bcl-B	Bcl-XL Bim block	Mcl1-Bid inh	RGS4-Gao reg	RGS8-Gao	GSH bead fluor
CC1CC(NC(=O)c2ncn[nH]2)CC(C)(C)C1 (configuration not stated)	0	0	-1	-2	101	-2	-4	10	105	99	38
COc1cccc(/C=N/NC(=O)CCNc2n[nH]c(=O)[nH]c2=O)c1OC	1	-3	0	0	101	0	1	-27	102	101	14
CC1Cn2c(nc3c2c(=O)[nH]c(=O)n3C)O1 (configuration not stated)	4	3	0	1	102	3	1	-34	87	97	40
CCOC(=O)C1CCN(c2cc(=O)n(-c3ccc(OC)cc3)c(=O)[nH]2)CC1	2	-7	0	-4	99	-6	-2	-18	102	101	25
Cc1nc(N2CCOCC2)[nH]c(=O)c1C	-4	-5	0	-2	101	-3	-3	-19	102	102	10
O=c1[nH]c(CN2CCN(S(=O)(=O)c3cccs3)CC2)nc2c(Br)cc(Br)cc12	-2	-7	3	-5	u	-7	-4	-44	100	99	17
CCC(C)(C)C1CCC(=NNc2nc3ccccc3[nH]2)CC1 (configuration not stated)	-3	4	-1	5	98	-4	-1	-61	95	101	9

High-throughput results: PubChem, several laboratories
